# HIV peptide binding = inhibitors of HIV fusion peptide binding, primary screen, biochemical, uHTS, fluorescence dequenching (AID 1986). actives 0.3% (n = 290,000). inhibition, % at 20 µM, or IC50 in µM where a hit was titrated. cell-free peptide binding, fluorescence dequenching, 30 min; higher % means a stronger effect; in the data active means inhibition mostly above about 52%, no sharp cut-off; inactive means mostly below about 76%; further: some results filed as inactive read as strong as hits
# AID2073 = disruptors of CaV2.2 binding to Mint1 – biochemical, HTRF (AID 2073); HTRF protein-protein interaction, Mint1-CaV2.2; higher % means a stronger effect; one-dose inhibition, % at 20 µM; IC50 in µM for titrated hits; actives 0.19% (n = 290,000); in the data active means inhibition mostly above about 51%, no sharp cut-off; further: some results filed as inactive read as strong as hits
# LYP phosphatase = inhibitors of LYP phosphatase, biochemical, fluorescence intensity, uHTS (AID 1779); recombinant LYP phosphatase, fluorescence intensity; higher % means a stronger effect; one-dose inhibition, % at 11.5 µM; IC50 in µM for titrated hits; actives 0.054% (n = 290,000);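 further: plate controls were vehicle with enzyme for no effect and no enzyme for full effect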
# Siah-1 displacement = blockers of Siah-1 interaction with plectin peptide – biochemical, fluorescence polarization, rhodamine-plectin, uHTS, primary screen (AID 1817). Siah-1 / rhodamine-plectin peptide fluorescence polarization; higher % means a stronger effect. displacement, % at 20 µM; hits with a dose series show IC50 in µM. actives 0.02% (n = 290,000);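 active means displacement of at least 50% at 20 µM, with a fluorescence ratio check between 0.3 and a set limit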;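 further: plate controls were Siah plus tracer with DMSO for no effect and tracer alone without Siah for full effect; strong numbers were not always called active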
# XIAP displacement = XIAP antagonists, biochemical, IAP family, fluorescence polarization (AID 1018); XIAP BIR domain, fluorescence polarization peptide displacement; higher % means a stronger effect; displacement, % at 20 µM; hits with a dose series show IC50 in µM; actives 0.007% (n = 200,000); in the data active means displacement above about 50%; further: a part of the inactive calls stands beside numbers as strong as those of hits
# Myeloid diff 2 = myeloid differentiation induction | calls only at 10 µM | AID 624256 | ER-HoxA9 myeloid progenitors, lysozyme-GFP differentiation, flow cytometry | actives 1% (n = 360,000);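 active means normalized GFP-positive differentiation at or above the plate's own cutoff, the solvent-only control mean plus 3 SD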;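 further: cells exposed to compound for four days before flow analysis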
# NOD2 inhibition = inhibition of NOD2-driven NF-kB reporter – cell-based, luminescence, uHTS, HEK293 (AID 1566); HEK293 NOD2/NF-kB luciferase reporter, luminescence; higher % means a stronger effect; inhibition, % at 4 µM; hits with a dose series show EC50 in µM; actives 0.63% (n = 290,000); further: many of its hits are not listed in these tables
# NS5 inhibitors = flavivirus cap methylation enzyme inhibition – biochemical, confirmation dose response, primary screen (AID 588689); Dengue-2 NS5 methyltransferase capping enzyme assay, biochemical; higher % means a stronger effect; inhibition, % at 25 µM, or IC50 in µM where a hit was titrated; actives 0.3% (n = 340,000); in the data active means a potency from the dose series
# Lipid droplet = hepatic lipid droplet formation modulation | AML12 mouse hepatocytes, oleate lipid droplets, BODIPY imaging | inhibition, % at 6.5 µM | actives 0.4% (n = 240,000) | AID 1656;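 active means lipid droplet intensity inhibited by at least 50%, with more than 500 cells counted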
#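 Test system: AML12 mouse liver cells; schedule: overnight exposure; technique: high-content imaging of BODIPY-stained droplets and DAPI nuclei; read-out: % inhibition of corrected integrated BODIPY droplet signal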
# Lipid droplet cells 6.5 µM = further read-out of Lipid droplet, marked with its call; cell count; measured here: cell count, cytotoxicity flag;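 cells counted across two imaged fields per well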
# NS5 inhibitors pilot replicate = also measured in NS5 inhibitors; calls as there; inhibition, %; measured here: pilot screen replicate inhibition
# Myeloid diff 2 GFP+ MAC1+ % = second read-out of Myeloid diff 2, no call of its own (marks repeat the call); GFP+ MAC1+ double positive, %; measured here: differentiation confirmed by MAC1 staining
# The depositor's hits bear a star; i = inactive; nt = no result given; + = active, no number. Unless noted, no stated cut-off is given here; in the data, active means inhibition above about 50%; inactive means the rest.
SMILES,HIV peptide binding,AID2073,LYP phosphatase,Siah-1 displacement,XIAP displacement,Myeloid diff 2,Myeloid diff 2 GFP+ MAC1+ %,NOD2 inhibition,NS5 inhibitors,Lipid droplet,Lipid droplet cells 6.5 µM,others
CCOC(=O)C1CCN(Cc2ccc(C(=O)OC)cc2)CC1,-2.1%,16.5%,-3.5%,6.5%,-4.6%,i,0.9,-1.0%,0.0%,5.8,708,
CC(C)c1ccc(/C=N/NC(=O)CC(=O)NCc2ccccc2)cc1,-0.3%,13.7%,-4.6%,7.0%,-6.1%,i,0.2,-6.8%,0.0%,4.7,713,
O=c1[nH]snc1N1CCOCC1,-1.4%,-5.6%,-2.7%,8.7%,-8.3%,i,0.4,5.8%,-1.6%,-12.2,655,
Cc1noc(C)c1C(=O)Nc1ccc(F)cc1F,-0.9%,27.7%,-8.1%,-1.6%,0.5%,i,2.3,4.2%,-1.3%,55.3*,771*,
CCc1ccc(OCCCC(=O)Nc2ccc(N3CCOCC3)cc2)cc1,-1.9%,31.7%,-9.5%,0.8%,-8.2%,i,0.4,2.1%,-2.7%,-10.5,562,
CC(=O)c1nc(-c2ccccc2)sc1C,0.0%,0.1%,-4.0%,1.9%,-5.3%,i,0.3,6.6%,-12.4%,3.0,679,
N#Cc1c(-c2c(Cl)cccc2Cl)noc1/C=C/Nc1ccc(C(=O)O)cc1,88.6%,26.3%,4.7%,18.2%,-6.5%,i,0.2,15.2%,4.4%,-9.0,715,
CC(=O)c1c(C)[nH]c(C(=O)Nc2cccc(C)c2C)c1C,-0.9%,4.9%,-4.9%,-5.0%,nt,i,0.5,2.3%,-5.8%,-1.9,789,
C=CCN1C(=O)C(C)(C)N(C(=O)c2cccc([N+](=O)[O-])c2)c2ccccc21,0.4%,2.5%,1.7%,2.3%,nt,i,0.2,5.2%,9.2%,-28.3,794,NS5 inhibitors pilot replicate=2.4
COC(=O)N1C(=O)[C@@](c2ccc(OC)cc2)(C(C)C)N1C(=O)OC,0.1%,8.2%,-14.7%,-1.4%,nt,i,1.0,22.1%,-6.3%,-8.1,710,
COc1ccc(Cn2nnnc2C(C(C)C)N(Cc2ccco2)Cc2cccs2)cc1 (configuration not stated),1.9%,-6.9%,-2.0%,0.2%,-5.6%,i,0.6,2.2%,2.2%,nt,nt,
COC(=O)c1ccc(/C=C(\C#N)c2ccccn2)cc1,-0.4%,-3.2%,-2.3%,3.7%,-1.4%,i,1.1,-83.6%,6.2%,-0.6,717,

# As a working copy, nine of the compounds above.
SMILES,HIV peptide binding,AID2073,LYP phosphatase,Siah-1 displacement,XIAP displacement,Myeloid diff 2,Myeloid diff 2 GFP+ MAC1+ %,NOD2 inhibition,NS5 inhibitors,Lipid droplet,Lipid droplet cells 6.5 µM,others
O=c1[nH]snc1N1CCOCC1,-1.4%,-5.6%,-2.7%,8.7%,-8.3%,i,0.4,5.8%,-1.6%,-12.2,655,
Cc1noc(C)c1C(=O)Nc1ccc(F)cc1F,-0.9%,27.7%,-8.1%,-1.6%,0.5%,i,2.3,4.2%,-1.3%,55.3*,771*,
CCc1ccc(OCCCC(=O)Nc2ccc(N3CCOCC3)cc2)cc1,-1.9%,31.7%,-9.5%,0.8%,-8.2%,i,0.4,2.1%,-2.7%,-10.5,562,
CC(=O)c1nc(-c2ccccc2)sc1C,0.0%,0.1%,-4.0%,1.9%,-5.3%,i,0.3,6.6%,-12.4%,3.0,679,
N#Cc1c(-c2c(Cl)cccc2Cl)noc1/C=C/Nc1ccc(C(=O)O)cc1,88.6%,26.3%,4.7%,18.2%,-6.5%,i,0.2,15.2%,4.4%,-9.0,715,
CC(=O)c1c(C)[nH]c(C(=O)Nc2cccc(C)c2C)c1C,-0.9%,4.9%,-4.9%,-5.0%,nt,i,0.5,2.3%,-5.8%,-1.9,789,
C=CCN1C(=O)C(C)(C)N(C(=O)c2cccc([N+](=O)[O-])c2)c2ccccc21,0.4%,2.5%,1.7%,2.3%,nt,i,0.2,5.2%,9.2%,-28.3,794,NS5 inhibitors pilot replicate=2.4
COC(=O)N1C(=O)[C@@](c2ccc(OC)cc2)(C(C)C)N1C(=O)OC,0.1%,8.2%,-14.7%,-1.4%,nt,i,1.0,22.1%,-6.3%,-8.1,710,
COc1ccc(Cn2nnnc2C(C(C)C)N(Cc2ccco2)Cc2cccs2)cc1 (configuration not stated),1.9%,-6.9%,-2.0%,0.2%,-5.6%,i,0.6,2.2%,2.2%,nt,nt,

# Later entries:
SMILES,HIV peptide binding,AID2073,LYP phosphatase,Siah-1 displacement,XIAP displacement,Myeloid diff 2,Myeloid diff 2 GFP+ MAC1+ %,NOD2 inhibition,NS5 inhibitors,Lipid droplet,Lipid droplet cells 6.5 µM,others
COc1ccc(/C=N/NC(=O)c2ccncc2)cc1CN1CCOCC1,-0.7%,-6.2%,-4.5%,11.3%,nt,i,0.4,-1.0%,-7.0%,-4.6,685,
Cc1ccc(-c2nnc(N3CCN(C(=O)COc4ccccc4)CC3)c3ccccc23)cc1,3.1%,-8.2%,1.9%,3.0%,-5.5%,i,0.8,25.4%,-3.4%,4.9,698,NS5 inhibitors pilot replicate=2.1
COc1ccc(CN2CC(C(=O)NCc3cccc(OC)c3)CC2=O)cc1 (configuration not stated),-3.1%,5.7%,-7.9%,-4.7%,-1.0%,i,1.0,8.1%,-0.5%,nt,nt,
CC(=O)c1ccc(NC(=S)NCC(c2ccco2)N2CCCC2)cc1 (configuration not stated),0.0%,6.8%,-8.4%,-3.8%,-5.0%,+,4.0*,11.9%,-3.1%,-30.8,736,
Cc1cccc(N(Cc2cc3ccc(C)cc3[nH]c2=O)S(=O)(=O)c2ccccc2)c1,2.2%,19.7%,-0.5%,4.8%,nt,i,0.7,32.0%,3.5%,-0.9,755,
O=C1C(CSCc2ccccc2)NC(=S)N1c1ccccc1 (configuration not stated),7.7%,16.1%,-0.2%,-3.1%,nt,i,0.1,-5.9%,nt,-0.9,687,
Cc1ccc(CSCC(=O)NCCc2ccccc2)cc1,1.3%,-2.5%,-4.8%,-3.8%,-5.5%,i,0.2,-3.5%,-3.9%,-22.3,705,
CCCOc1ccc(/C(O)=C2/C(=O)C(=O)N(CCN(C)C)C2c2ccco2)cc1 (configuration not stated),-1.4%,4.5%,-1.0%,-1.1%,-8.6%,i,0.7,14.3%,-2.2%,-7.0,716,

# Some of the compounds tested. The share of hits here may be higher or lower than overall.
